Compound activity deposited in PubChem by several laboratories.
Efa HMGR inh = blocks class II HMG-CoA reductase of Enterococcus faecalis. AID 1066. purified E. faecalis HMGR, NADPH absorbance 340 nm kinetic. 190,000 tested, 0.41% active. inhibition, % at 10 µM;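 active means inhibition above a set limit, the median over all tested compounds plus 3 SD, cut at about 9.5% in these data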;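 further: enzyme runs in reverse so mevalonate oxidation gives rising NADPH absorbance; 0% = complete reaction with DMSO and 100% = background rate lacking mevalonate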
STAT3 inh = inhibitors of IL-6 induced STAT3 signaling | U3A cells, IL-6 STAT3-luciferase reporter, luminescence; host cell line lacks STAT1 | inhibition, % at 5.5 µM | 190,000 tested, 0.89% active | AID 862;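 active means inhibition above the mean inhibition across all screened compounds plus 3 SD, cut at about 44% in these data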;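 further: 0% = DMSO only wells and 100% = 100 µM nifuroxazide control wells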
STAT1 blocker = STAT1 signaling inhibition; NIH 3T3 STAT1-luciferase reporter, IFN-gamma, luminescence; inhibition, % at 5.5 µM; 200,000 tested, 0.35% active; AID 920;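 active means inhibition above a set limit, the mean inhibition across all tested compounds plus 3 SD, cut at about 34% in these data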;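 further: 0% = IFN-gamma with DMSO and 100% = IFN-gamma with 300 µM nifuroxazide; values of inactives mirror those of a sister screen read the other way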
Hsp70 activator = Hsp70 transcriptional activation, primary screen. HeLa Hsp70 promoter luciferase reporter, luminescence; scaled: vehicle 0, proteasome-inhibitor control 100%. activation, % at 10 µM. 200,000 tested, 0.04% active. AID 1203;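 active means activation above the mean across all tested compounds plus 3 SD, cutoff set per campaign, cut at about 5.5% in these data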;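 further: 100% = MG132 at 30 µM as the positive control and 0% = DMSO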
TLR4-MyD88 BLA = TLR4-MyD88 interaction inhibition in cells; O00206+Q99836; HeLa CL3-4 TLR4/MyD88 BLA complementation, FRET ratio; inhibition, % at 8.4 µM; 200,000 tested, 0.18% active; AID 861; in the data active means inhibition above about 25%;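 further: 0% = vehicle and 100% = reference inhibitor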
Target sequence (O00206 whole entry, looked up): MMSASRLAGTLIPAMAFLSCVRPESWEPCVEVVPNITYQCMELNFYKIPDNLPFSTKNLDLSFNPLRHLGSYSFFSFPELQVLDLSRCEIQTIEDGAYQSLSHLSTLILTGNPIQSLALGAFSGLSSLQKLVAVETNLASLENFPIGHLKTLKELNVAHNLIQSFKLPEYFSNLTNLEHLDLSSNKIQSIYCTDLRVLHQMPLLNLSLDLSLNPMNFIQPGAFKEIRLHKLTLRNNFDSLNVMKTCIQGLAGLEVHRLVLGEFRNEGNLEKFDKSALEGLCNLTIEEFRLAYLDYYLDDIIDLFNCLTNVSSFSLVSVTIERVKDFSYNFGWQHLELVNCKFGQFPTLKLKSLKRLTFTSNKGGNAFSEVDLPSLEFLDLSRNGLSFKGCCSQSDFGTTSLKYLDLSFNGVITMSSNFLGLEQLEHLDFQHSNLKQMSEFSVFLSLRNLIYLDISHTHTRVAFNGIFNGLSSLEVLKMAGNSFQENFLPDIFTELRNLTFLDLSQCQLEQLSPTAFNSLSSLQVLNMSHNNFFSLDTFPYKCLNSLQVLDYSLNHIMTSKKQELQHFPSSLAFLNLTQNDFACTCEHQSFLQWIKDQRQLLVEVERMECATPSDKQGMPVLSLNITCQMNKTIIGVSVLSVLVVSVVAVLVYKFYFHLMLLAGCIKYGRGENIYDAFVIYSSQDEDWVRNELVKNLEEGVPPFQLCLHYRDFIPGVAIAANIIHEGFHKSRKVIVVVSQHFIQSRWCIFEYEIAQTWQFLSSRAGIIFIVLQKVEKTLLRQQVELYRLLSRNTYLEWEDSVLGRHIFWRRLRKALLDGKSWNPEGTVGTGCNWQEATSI
Target sequence (Q99836 whole entry, looked up): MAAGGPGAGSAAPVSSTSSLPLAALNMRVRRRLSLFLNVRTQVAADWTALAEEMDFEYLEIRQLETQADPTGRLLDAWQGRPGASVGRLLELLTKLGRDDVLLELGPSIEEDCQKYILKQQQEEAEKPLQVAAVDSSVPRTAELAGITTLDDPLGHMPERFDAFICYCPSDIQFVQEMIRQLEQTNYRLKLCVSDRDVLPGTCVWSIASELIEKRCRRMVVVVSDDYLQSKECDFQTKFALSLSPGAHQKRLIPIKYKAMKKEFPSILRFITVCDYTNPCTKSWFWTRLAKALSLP
STAT1 activator = STAT1 signaling activation; 200,000 tested, 2.6% active; activation (% of control), % at 5.5 µM; NIH 3T3 STAT1-luciferase reporter, IFN-gamma, luminescence; 100% = IFN-gamma alone, no compound;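 active means activation above the screen-wide mean activation plus 3 SD, cut at about 130% in these data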;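 further: raw ratio to IFN-gamma control signal so 100% means no change and 0% no light; values of inactives mirror those of a sister screen read the other way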
NF-kB expr up = NF-kB expression increase, human neuronal cells. fold change at 12.5 µM. NF-kB reporter expression; stronger effect = higher value. 190,000 tested, 1.6% active; in the data active means fold change above about 3.3
STAT3 act = increases IL-6 driven STAT3 reporter signal; U3A cells, IL-6 STAT3-luciferase reporter, luminescence; 100% = signal with IL-6 EC80 alone; activation (% of control), % at 5.6 µM; 190,000 tested, 0.91% active;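 active means activation above the screen-wide mean of compound activation plus 3 SD, cut at about 130% in these data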;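 further: 0% = background luminescence of wells with medium and substrate only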
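System – human U3A cells carrying STAT3-luciferase construct · Probe or stimulus – Interleukin-6, 33 ng/mL · Schedule – compound 1 h, then IL-6 6 h at 37 °C · Signal – luminescence from STAT3-driven luciferase reporter · Evaluation – percent of IL-6-only median luminescence · Benchmarks – IL-6-only high control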
DTT redox prof = compounds producing H2O2 with reducing agent – biochemical, NIH compound library profiling, artefact control for MLSCN library redox annotation, primary screen. DTT-dependent redox cycling H2O2, phenol red/HRP absorbance; 100% = 100 µM peroxide control, 0% = buffer. activation, % at 10 µM. 200,000 tested, 0.03% active;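 active means activation of at least 50% relative to the plate's high and low controls in the primary single-dose screen; inactive means activation below 50%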;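 further: compound incubated with DTT at 0.8 mM final as the reducing agent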
APP 5'UTR act = activates APP 5'UTR luciferase reporter. SH-SY5Y APP 5'UTR luciferase reporter, luminescence; zero percent = DMSO vehicle wells. activation, % at 2 µM. 190,000 tested, 1% active;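 active means activation above a set limit, based on mean plus 3 SD of controls, cut at about 140% in these data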; further: values of inactives mirror those of a sister screen read the other way
An asterisk follows results filed as active; . = no result given. Rows are unselected. About 5.6% of those tested had a hit in this group.

item	canonical_smiles	Efa HMGR inh	STAT3 inh	STAT1 blocker	Hsp70 activator	TLR4-MyD88 BLA
1	COc1ccc(-n2nnc3c(SCC(=O)NCC4CCCO4)ncnc32)cc1 (stereo not drawn)	-5	9	12	0.3	16
2	COc1cc(NC(=O)c2ccccc2C)c(OC)cc1NC(=O)CN1CCOCC1	0	22	1	-0.2	8
3	CC(C)(C)n1nc2c(c1NC(=O)c1ccc(S(=O)(=O)N3CCCC3)cc1)CS(=O)C2 (stereo not drawn)	-2	8	4	0.1	6
4	CCOCCOC(=O)COc1ccc(N2C(=O)c3ccccc3C2=O)cc1	-4	8	-7	-0.3	-3
5	NC(=O)C(c1ccccn1)c1ncc(C(F)(F)F)cc1Cl (stereo not drawn)	-2	0	-4	-0.1	-2
6	O=C(COc1ccccc1-c1ccccc1)c1ccccc1	1	1	-7	-0.3	4
7	O=Cc1cn(-c2ccccc2)nc1-c1cc2cc(O)ccc2oc1=O	-2	0	1	-0.2	8
8	O=C(COC(=O)COc1ccc(Cl)cc1)Nc1ccc(F)c([N+](=O)[O-])c1	1	6	-4	-0.3	-5

item	STAT1 activator	NF-kB expr up	STAT3 act	DTT redox prof	APP 5'UTR act
1	89	1.7	95	0.9	10
2	98	0.86	85	-0.7	0
3	97	0.99	98	0.2	21
4	105	1	97	-0.7	-5
5	101	0.85	104	-0.5	-7
6	106	0.98	98	0.8	-15
7	99	0.68	105	-1.2	0
8	104	1.4	94	-0.2	7

Copied from the list.
Under STAT3 inh, cpd 4 is entered as 8
Under STAT3 inh, cpd 7 is entered as 0

Additional results:
item	canonical_smiles	Efa HMGR inh	STAT3 inh	STAT1 blocker	Hsp70 activator	TLR4-MyD88 BLA
9	CC1(C)CC(=O)C(C=Nc2cccnc2)=C(O)C1	2	0	3	-0.1	-3
10	CCn1c(SCC(=O)Nc2ccccc2C(=O)OC)nnc1-c1ccoc1C	-7	9	7	0.1	-4
11	Cc1nc2sc(C(c3ccco3)N3CCN(c4ccccc4)CC3)c(O)n2n1 (stereo not drawn)	.	-2	-6	-0.3	0
12	COc1ccc2c(c1)CCCC21NC(=O)N(CC(N)=O)C1=O (stereo not drawn)	-2	-2	4	-0.1	-1
13	COc1ccc(OC)c(N(CC(=O)Nc2ccc(NC(C)=O)cc2)S(C)(=O)=O)c1	-2	0	-5	0.0	1
14	COc1ccc(C(=O)NCc2cn3c(C)csc3n2)cc1OC	-6	9	3	0.0	-3
15	O=S(=O)(c1ccc(Cl)c(NC(=S)N/N=C/c2ccc(O)cc2)c1)N1CCOCC1	1	14	-5	-0.3	5
16	COc1ccc(NC(=O)c2ccc(C)o2)c([N+](=O)[O-])c1	0	5	-21	0.0	-3

item	STAT1 activator	NF-kB expr up	STAT3 act	DTT redox prof	APP 5'UTR act
9	98	1	103	-1.0	-2
10	94	1.1	94	1.6	-4
11	103	.	101	-0.3	6
12	96	0.91	104	-4.2	10
13	104	0.8	102	-0.7	3
14	96	1.1	98	-1.1	8
15	104	0.52	90	-0.1	11
16	119	1	96	0.0	34

(more compounds)
item	canonical_smiles	Efa HMGR inh	STAT3 inh	STAT1 blocker	Hsp70 activator	TLR4-MyD88 BLA
17	COc1ccc(S(=O)(=O)Nc2ccccn2)cc1OC	-4	1	6	-0.4	-11
18	CCn1cnc2c1c(=O)n(Cc1csc(-c3ccccc3)n1)c(=O)n2Cc1ccccc1	1	-3	5	0.0	-6
19	CCOC(=O)c1c(-c2ccc(C)cc2)cn2ccccc12	-4	8	-2	-0.3	-2
20	COC(=O)c1cc(NC(=O)CSc2nncn2C)cc(C(=O)OC)c1	0	6	0	-0.5	-4
21	O=S(=O)(c1ccccc1)c1cnc(-c2cccnc2)nc1-c1ccc(Cl)c(Cl)c1	1	8	0	0.1	-2
22	COc1ccc(OCC(=O)Nc2sc3c(c2C(=O)NCC2CCCO2)CCC3)cc1 (stereo not drawn)	-3	-1	-1	0.4	6
23	NC(=O)c1ccc(Nc2ccc([N+](=O)[O-])cc2[N+](=O)[O-])cc1	2	3	-9	-0.1	-2
24	Cn1c(C(=O)N(Cc2ccccc2)Cc2cccs2)cc2sccc21	-2	5	3	-0.4	-2

item	STAT1 activator	NF-kB expr up	STAT3 act	DTT redox prof	APP 5'UTR act
17	94	1.2	99	-2.7	-7
18	95	0.87	106	-0.1	-8
19	102	1.3	94	2.7	16
20	100	1.1	101	0.1	.
21	100	1.4	94	-0.2	-20
22	101	1.1	103	1.8	7
23	105	1.1	101	0.4	-3
24	98	1.1	99	1.8	3

Reformatted bar-delimited: entries from further up.
item | SMILES | Efa HMGR inh | STAT3 inh | STAT1 blocker | Hsp70 activator | TLR4-MyD88 BLA | STAT1 activator | NF-kB expr up | STAT3 act | DTT redox prof | APP 5'UTR act
15 | O=S(=O)(c1ccc(Cl)c(NC(=S)N/N=C/c2ccc(O)cc2)c1)N1CCOCC1 | 1 | 14 | -5 | -0.3 | 5 | 104 | 0.52 | 90 | -0.1 | 11
16 | COc1ccc(NC(=O)c2ccc(C)o2)c([N+](=O)[O-])c1 | 0 | 5 | -21 | 0.0 | -3 | 119 | 1 | 96 | 0.0 | 34
17 | COc1ccc(S(=O)(=O)Nc2ccccn2)cc1OC | -4 | 1 | 6 | -0.4 | -11 | 94 | 1.2 | 99 | -2.7 | -7
18 | CCn1cnc2c1c(=O)n(Cc1csc(-c3ccccc3)n1)c(=O)n2Cc1ccccc1 | 1 | -3 | 5 | 0.0 | -6 | 95 | 0.87 | 106 | -0.1 | -8

More structures:
item	canonical_smiles	Efa HMGR inh	STAT3 inh	STAT1 blocker	Hsp70 activator	TLR4-MyD88 BLA
25	CC(C)CC(NS(=O)(=O)c1cccc(C(=O)O)c1)C(=O)O (stereo not drawn)	-1	23	-4	-0.3	-19
26	N#CC1=C2SCN(Cc3ccccc3)CN2C(=O)CC1c1cccs1 (stereo not drawn)	1	6	-12	-0.5	5
27	CCc1nnc(NS(=O)(=O)c2ccc(NC(=S)NC(=O)/C=C/c3ccccc3)cc2)s1	-6	29	-1	-0.6	7
28	COc1ccc2oc(=Nc3ccccc3)c(-c3nc4ccccc4[nH]3)cc2c1	-1	-27	-68	-0.3	-7
29	Cc1cccc(NC(=O)c2cccc(N3C(=O)C4C5CCC(C5)C4C3=O)c2)c1C (stereo not drawn)	-1	12	3	-0.4	11
30	COC(=O)C1=C(C)NC(=O)C1(NC(=O)c1cccnc1)C(F)(F)F (stereo not drawn)	0	-1	7	1.6	-10
31	CCOC(=O)CN1C(=O)S/C(=C/c2cc(C)n(-c3ccccn3)c2C)C1=O	-4	-13	-28	0.4	-1
32	CCCS(=O)(=O)c1nc(S(=O)(=O)c2ccc(C)cc2)c(NCCN2CCOCC2)s1	3	9	1	0.3	-1

item	STAT1 activator	NF-kB expr up	STAT3 act	DTT redox prof	APP 5'UTR act
25	102	1.1	86	0.4	10
26	110	1.3	99	-1.8	0
27	101	1.1	77	0.2	-2
28	161*	4.2*	130	1.7	138*
29	97	1.2	96	-3.3	-13
30	94	1	104	3.5	-4
31	126	2.2	117	0.1	52
32	99	0.92	98	-0.5	6

Going on with the list:
item	canonical_smiles	Efa HMGR inh	STAT3 inh	STAT1 blocker	Hsp70 activator	TLR4-MyD88 BLA
33	O=C(CSc1nnc(Cc2ccccc2)o1)Nc1ccc(Br)cn1	0	11	4	0.3	-2
34	O=C1C2CC=CCC2C(=O)N1Cc1ccccc1Cl (stereo not drawn)	3	-9	1	0.0	-3
35	Cc1nn(Cc2ccccc2Cl)c(C)c1C(=O)N1CCN(c2ccccc2)CC1	0	-4	-1	0.1	4
36	OCCC1CN(Cc2cn[nH]c2C2CCCCC2)CCN1C1CCCCC1 (stereo not drawn)	-2	6	-11	0.2	2
37	O=C(c1cnccn1)N1CCN(c2ccccc2)CC1	1	0	9	0.1	7
38	CCOc1ccc2nc(C(=O)N3CCCC(C)C3)sc2c1 (stereo not drawn)	-10	27	-60	-0.1	2
39	O=C(CSc1ncccn1)N1CCCc2ccccc21	-2	-3	-6	-0.1	1
40	Cc1cccc(NC(=O)C2(c3ccccc3)CC2(Cl)Cl)c1 (stereo not drawn)	3	3	-2	-0.3	-8

item	STAT1 activator	NF-kB expr up	STAT3 act	DTT redox prof	APP 5'UTR act
33	97	1.1	95	3.8	6
34	99	0.97	105	-0.3	14
35	101	1.1	105	-1.8	-5
36	110	1.1	100	0.3	9
37	92	1	100	8.8	-2
38	153*	8.7*	77	-0.3	158*
39	104	1.4	104	-0.3	4
40	102	0.98	104	-4.5	4

The listing continues:
item	canonical_smiles	Efa HMGR inh	STAT3 inh	STAT1 blocker	Hsp70 activator	TLR4-MyD88 BLA
41	C[C@@]1([C@@H](NC(=O)c2cccs2)c2ccc(-c3ccccc3)cc2)C[C@H]1C1CCCCC1	-11	-11	-8	-0.4	-3
42	CCN(Cc1ccccc1)S(=O)(=O)c1cc(C(=O)c2c(N)n(C)c(=O)n(C)c2=O)ccc1OC	0	7	9	-0.1	-2
43	Cc1cccc(NC(=O)C2CCCN(S(=O)(=O)c3c(C)nn(C)c3C)C2)n1 (stereo not drawn)	1	2	11	-0.1	-3
44	COc1ccc2nc(NC(=O)CSc3nc4ccccc4o3)sc2c1	3	15	-15	-0.1	-4
45	O=C(c1cnn2c(C(F)F)cc(-c3ccccc3)nc12)N1CCc2ccccc21	-2	7	6	-0.1	-7
46	CCOC(=O)NN1C(=O)c2ccccc2NC1c1ccc(OC)cc1 (stereo not drawn)	-8	6	7	-0.4	2
47	CN=C1S/C(=C\c2ccc(Sc3ccc(Cl)cc3)o2)C(=O)N1C	-5	-1	0	-0.1	16
48	Cc1cc(C(F)(F)F)nn1CC(=O)N1CCCC1	-2	5	0	-0.2	-12

item	STAT1 activator	NF-kB expr up	STAT3 act	DTT redox prof	APP 5'UTR act
41	108	1.3	106	1.1	2
42	91	1.5	96	0.0	32
43	91	0.76	98	-2.7	7
44	113	0.96	95	1.8	56
45	94	1.1	100	-0.5	25
46	94	0.97	97	0.0	-5
47	100	1.2	102	-12	-1
48	100	1.1	98	0.1	-7
